Yeast lifespan up: extends the lifespan of yeast | AID 775 | S. cerevisiae growth with nicotinamide, OD615; deaD strain in restrictive glucose medium | inhibition of the nicotinamide effect, % at 10 µM | hit rate 0.68% among 130,000;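 active = inhibition above a set limit, placed 3 SD over the median of all compounds, cut at about 26% in these data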;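 also: 0% = nicotinamide-treated wells and 100% = cells grown without nicotinamide; some compounds called inactive have numbers as strong as hits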
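Assay system: engineered S. cerevisiae DeaD replicative-lifespan strain, galactose-grown log-phase cells; Buffer or medium: CSMM-D glucose medium, restrictive; Probe or stimulus: nicotinamide 1.5 mM; Compound: single dose 10 µM compound, 0.25% DMSO; Schedule: 4 h preincubation then 48 h treatment at 30 °C; Technique: OD615 measurement.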
E-sel TNF inh: blocks E-selectin expression induced by TNF alpha; HUVEC TNFa-induced E-selectin immunofluorescence, high content; inhibition, % at 2 µM; hit rate 0.71% among 120,000;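 active = inhibition above the batch mean plus 3 SD, and confirmed as a hit on visual image review, cut at about 43% in these data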;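 also: 0% = TNF-stimulated DMSO wells and 100% = unstimulated control wells; not every result past the cut was called active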
HCT116 PTEN-null: PTEN-deleted cell growth suppression; hit rate 1.2% among 140,000; viability, % at 10 µM; HCT116 PTEN-null viability, CellTiter-Glo, 60 h; hits give low values; AID 827;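 active = viability at or below a set limit, 4 SD under the median of all tested compounds, cut at about 3.7% in these data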;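 also: PTEN knockout HCT116 line with beta catenin targeted HCT116 as companion control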
bCat KO growth: beta-catenin-lacking colon tumor cell growth suppression; hit rate 1.5% among 140,000; AID 818; HCT116 beta-catenin knockout viability, CellTiter-Glo, 60 h; hits give low values; viability, % at 10 µM;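 active = viability at or under a set limit, the compound median less 4 SD, cut at about 6% in these data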;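 also: 0% = Hyamine 1622 control at 20 µM and 100% = untreated cell control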
NPY-Y2 antag: antagonists of human neuropeptide Y receptor Y2; P49146; NPY-Y2 expressing cells, antagonist mode; inhibition, % at 2.7 µM; hit rate 0.99% among 140,000; in the data active = inhibition above about 17%;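 also: 0% = vehicle with agonist challenge and 100% = reference antagonist with challenge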
Target sequence (P49146 whole entry, looked up): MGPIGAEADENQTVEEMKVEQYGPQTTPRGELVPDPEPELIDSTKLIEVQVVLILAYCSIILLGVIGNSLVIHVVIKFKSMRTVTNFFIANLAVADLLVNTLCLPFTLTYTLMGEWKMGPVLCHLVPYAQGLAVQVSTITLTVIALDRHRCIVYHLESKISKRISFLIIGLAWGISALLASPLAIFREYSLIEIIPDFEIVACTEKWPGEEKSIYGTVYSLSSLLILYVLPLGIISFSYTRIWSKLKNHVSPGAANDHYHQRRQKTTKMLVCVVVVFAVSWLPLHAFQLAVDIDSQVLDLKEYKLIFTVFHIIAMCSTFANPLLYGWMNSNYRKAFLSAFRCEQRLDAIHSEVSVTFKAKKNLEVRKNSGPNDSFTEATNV
MRP-1 activ: MRP-1 activation; H69AR cells + doxorubicin, viability rescue, CellTiter-Glo; viability increase, % at 10 µM; hit rate 0.61% among 140,000;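 active = viability gain under doxorubicin at or above a set limit, the compound median plus 3 SD, cut at about 4.7% in these data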;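 also: MRP-1 overexpressing cells given doxorubicin 25 µM after compound pretreatment; 18-22 h compound pretreatment then 72 h with doxorubicin before readout; 0% = doxorubicin-only wells and 100% = vehicle-treated cells without doxorubicin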
GALR2 antag: blocks the human galanin receptor 2. inhibition, % at 4 µM. GALR2-expressing cells, antagonist mode. O43603. hit rate 0.39% among 140,000; in the data active = inhibition above about 27%;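 also: cells stimulated with galanin 1-16 at roughly its EC80; 0% = agonist challenge control and 100% = basal control without agonist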
Target sequence (O43603 whole entry, looked up): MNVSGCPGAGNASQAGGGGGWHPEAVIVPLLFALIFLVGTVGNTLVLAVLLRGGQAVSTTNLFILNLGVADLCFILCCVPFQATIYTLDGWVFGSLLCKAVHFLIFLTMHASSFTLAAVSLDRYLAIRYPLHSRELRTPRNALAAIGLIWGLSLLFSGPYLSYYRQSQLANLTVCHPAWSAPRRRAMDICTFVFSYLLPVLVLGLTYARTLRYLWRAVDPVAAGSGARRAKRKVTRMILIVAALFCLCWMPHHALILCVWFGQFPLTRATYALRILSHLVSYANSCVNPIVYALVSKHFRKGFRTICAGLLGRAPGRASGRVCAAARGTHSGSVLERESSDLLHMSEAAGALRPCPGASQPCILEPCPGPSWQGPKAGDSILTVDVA
Phagocyt inh: inhibitors of macrophage phagocytosis; inhibition, % at 5 µM; J774A.1 macrophage IgG-bead phagocytosis, imaging; AID 1029; hit rate 0.07% among 110,000;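 active = inhibition above the mean of the plate negative controls plus 5 SD, cut at about 13% in these data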;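 also: phagocytic index as fraction of beads internalized from green versus red external bead signal; plate controls were DMSO negative control for no effect and cytochalasin-D positive control for full effect; some results beyond the cut were filed as inactive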
BB579 growth dn: chemicals that inhibit yeast BB579 growth in restrictive medium (lifespan-shortening candidates); S. cerevisiae BB579 growth, OD615, 48 h; inhibition, % at 10 µM; hit rate 0.51% among 140,000;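 active = inhibition above a set limit, 3 SD over the mean compound inhibition, cut at about 44% in these data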; also: inactives centre near -24
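System: Saccharomyces cerevisiae DeaD strain BB579, replicative lifespan model yeast. Buffer or medium: restrictive glucose-based CSMM-D medium. Doses: one dose, 10 µM compound with 0.25% DMSO. Timing: 4 h preincubation and 48 h exposure at 30 °C. Detection: turbidity as optical density at 615 nm. Benchmarks: amphotericin B 10 µg/mL, positive.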
Measles CPE: protection of cells from measles virus. protection (pct of control), % at 4 µM. Measles virus-infected cells, CPE protection, absorbance. AID 841. hit rate 1.5% among 140,000; in the data active = protection mostly above about 24%, no sharp cut-off; inactive = mostly below about 26%; also: some compounds called inactive have numbers as strong as hits
Active calls of the source: *; . = no result given.

Structure	Yeast lifespan up	E-sel TNF inh	HCT116 PTEN-null	bCat KO growth	NPY-Y2 antag	MRP-1 activ	GALR2 antag	Phagocyt inh	BB579 growth dn	Measles CPE
CCOC(=O)c1sc(NC(=O)c2cc(-c3ccccc3C)nc3ccccc23)c(C#N)c1C	6.2	29.2	9.5	18.0	0.4	-7.5	-12.2	1.9	-37.3	4.4
O=C(Nc1nn[nH]n1)c1cccc(Oc2ccccc2)c1	-4.4	-38.8	100.4	93.4	8.8	1.0	-0.2	-1.0	5.3	2.8
CCOC(=O)C1CCN(C(=O)CCCCn2c(=O)[nH]c3ccccc3c2=O)CC1	-2.7	19.8	98.3	97.5	2.5	-3.7	-0.8	.	-29.1	32.1
COc1ccccc1OCC(=O)N1CCN(c2ccccc2OC)CC1	-11.8	.	86.9	100.3	.	-0.3	.	-0.3	-42.0	12.0
CC(OC(=O)Cc1ccc(Cl)cc1)C(=O)NCCC1=CCCCC1 (stereo not given)	4.6	.	82.3	80.4	5.8	-2.3	-5.2	.	-0.9	19.8
CN(C(=O)c1cccc(C#N)c1)c1nnc(C2CCCO2)s1 (stereo not given)	-8.7	18.3	97.6	98.0	2.5	-1.0	-1.7	-0.4	-12.5	10.8
C=CCOC(=O)Nc1snnc1C	-6.7	-17.1	98.8	86.6	-0.2	-3.0	0.3	-3.0	-12.4	4.5
O=C1CC(c2ccccc2)N1c1ccccc1 (stereo not given)	-9.1	-37.2	82.2	86.6	-0.3	-1.7	6.6	.	-26.0	11.1
Cn1[nH]c(=O)c2ccccc2c1=O	-5.2	-40.9	109.9	98.2	-1.1	0.4	10.3	2.5	-49.2	10.0
O=C(NCC1(c2ccccc2)CCCC1)C1(c2ccccc2)CCCC1	.	-69.8	67.8	70.4	8.3	-4.7	-3.4	.	-9.9	13.5
COc1ccc(OCC(=O)Nc2ccccc2C(=O)N2CCCC2)cc1	-3.0	-17.6	96.0	90.3	2.6	-2.9	3.6	-3.9	-18.8	5.2
Cc1c(C(=O)OCC2CCCO2)[nH]c2c1C(=O)CC(c1ccc(N(C)C)cc1)C2 (stereo not given)	-14.6	22.1	58.7	59.7	3.0	-0.6	0.6	0.2	-8.2	32.5
CCCCCn1c(CN2CC(C)OC(C)C2)nc2c1c(=O)n(C)c(=O)n2C (stereo not given)	.	0.3	.	.	4.8	.	7.7	-0.5	.	.
Nn1c(SCC(=O)Nc2ccc(F)cc2F)nnc1-c1cccnc1	-11.8	.	97.6	97.8	1.6	-3.1	0.6	-1.6	-8.9	17.4
CCn1cc(CNC(=O)c2c(-c3c(Cl)cccc3Cl)noc2C)c(C)n1	5.0	-13.8	94.0	100.8	2.8	-2.0	12.2	-5.2	-8.3	2.8
COc1ccc(C(=O)CN2C(=O)NC(C)(c3ccccc3)C2=O)cc1OC (stereo not given)	-16.3	3.0	96.4	95.5	0.7	-3.5	-4.2	-3.5	-24.7	7.5
Nc1c(C(=O)OCC2CCCO2)c2nc3ccccc3nc2n1C1CCCCC1 (stereo not given)	-5.9	-23.0	87.5	83.8	-0.7	-4.3	22.0	-0.6	12.4	6.4
CN(C)c1cccc(C(=O)N/N=C/c2ccsc2)c1	-2.6	-1.9	86.6	95.6	1.7	-0.2	4.4	-0.7	-15.8	13.5
O=C(NC1CCCC1)C1CCCN1S(=O)(=O)c1cccc2cccnc12 (stereo not given)	-2.8	-1.3	94.3	92.4	1.4	-0.3	5.5	-1.1	4.2	1.0
CC(=O)Nc1ccc(S(=O)(=O)Oc2ccc(/C=N/NC(=O)c3ccc(Cl)cc3)cc2)cc1	-12.8	-26.0	86.8	103.1	-4.3	-1.1	10.6	0.1	-53.8	27.5
CC(C)(C)NC(=O)CN(C(=O)C1CSC(=O)C1)c1ccc2c(c1)OCCO2 (stereo not given)	-8.6	-19.2	99.5	98.9	-0.1	-1.3	-7.3	0.1	-11.1	5.3
O=C(Nc1cc(Cl)ccc1N1CCOCC1)c1cnccn1	-13.8	4.9	86.3	94.2	-1.3	-2.1	-5.8	.	-47.6	16.8
Cn1c(SCC(=O)Nc2cc(C(C)(C)C)nn2-c2ccccc2)nc2ccccc21	2.4	1.0	73.1	80.9	1.3	-2.4	0.8	-8.8	-57.3	5.7
S=c1[nH]nc(-c2ccc(Cl)cc2)n1Cc1ccccc1	.	8.7	89.4	88.4	3.2	-3.9	1.9	.	-1.4	3.8
Cc1ccc(-c2cn(-c3ccccc3)c(SCC(N)=O)n2)cc1C	-4.5	9.4	105.0	98.0	3.9	1.2	1.2	-4.3	-24.4	3.2
CC(CSc1nnnn1-c1ccccc1)Cn1c(N2CCCC2)nc2c1c(=O)[nH]c(=O)n2C (stereo not given)	1.8	4.8	87.5	90.6	2.7	-1.1	-11.6	-13.4	-32.1	17.2
CC(=O)N(Cc1ccccc1)c1ncc2c(n1)c(=O)c(C#N)c1ccccn12	-22.4	9.2	75.5	72.9	-1.8	-0.5	-2.6	.	1.7	10.3
Cc1ccc(/C=N/NC(=O)c2ccccn2)s1	-2.6	.	81.3	87.4	0.5	0.1	-7.8	8.9	-0.4	10.9
OCCNc1nc(Nc2ccccc2)nc2ccccc12	.	-9.7	54.8	64.9	2.5	-4.3	19.7	.	-19.2	18.8
COc1cccc(CN2CCN(Cc3cc(OC)c(OC)cc3[N+](=O)[O-])CC2)c1	-8.4	-13.2	78.7	68.0	6.6	-3.7	1.2	.	-24.1	10.7
c1ccc(-c2nnnn2CCOCCn2nnnc2-c2ccccc2)cc1	-4.7	20.9	102.7	105.5	2.0	-1.0	8.0	-0.8	-30.1	9.6
CC(C)(C)n1nnnc1C(c1ccc(F)cc1)N(Cc1ccc(F)cc1)Cc1ccco1 (stereo not given)	9.4	-29.4	15.7	8.5	26.8*	0.2	-9.5	0.8	-30.7	3.0
O=C(O)CCc1c(C(=O)O)[nH]c2ccccc12	-11.2	-29.0	105.5	104.5	4.9	-0.3	6.6	-0.5	-16.4	2.3
COCCN(CC(=O)Nc1ccccc1)S(=O)(=O)c1ccc(S(=O)(=O)N2CCCC2)cc1	6.0	1.1	93.4	96.2	-2.0	-0.2	9.3	0.1	-14.2	36.5
Cc1nc(N2CCc3ccccc3C2)[nH]c(=O)c1CCC(C)C	-15.9	8.0	74.3	102.1	-2.0	1.4	9.2	0.1	-3.4	3.8
COCC(C)N=C1NN=C(c2c[nH]c3ccccc23)CS1 (stereo not given)	3.1	13.1	95.3	93.3	2.8	-1.7	8.3	1.7	-48.4	16.8
CCOC(=O)c1c(NC(=O)CCN2C(=O)c3cccc([N+](=O)[O-])c3C2=O)sc(C(=O)OC(C)C)c1C	1.3	17.2	97.6	99.1	1.3	-2.4	-5.5	1.0	-2.8	11.4
CCOC(=O)C1=C(C)NC(=O)NC1c1ccc(OCCO)c(OC)c1 (stereo not given)	-4.6	2.7	108.0	97.0	3.1	0.6	0.0	-5.5	-3.0	9.4
COC(=O)c1ccc(NC(=O)NS(=O)(=O)c2ccc(C)cc2)cc1	-5.5	.	103.3	97.5	2.6	-0.8	12.6	-1.1	-24.1	19.8
CCN(CC)c1ccc2cc(S(=O)(=O)c3ccc(C)cc3)c(=O)oc2c1	-0.8	.	82.1	95.3	-0.3	-2.3	3.3	-1.5	-32.0	9.0
CCN(CC)c1ccc(S(=O)(=O)Nc2cc(Cl)ccc2Cl)cc1NC(=S)NC(=O)C1CCCC1	6.5	16.8	76.2	81.4	-2.4	-3.6	-14.8	-4.2	-13.2	4.8
O=c1c2ccccc2c(/C=N/c2nnc(Cc3ccccc3)s2)c(O)n1-c1ccc(Cl)cn1	-0.5	7.3	107.9	101.4	2.0	-0.8	9.1	-7.8	-70.4	6.5
OCc1n[nH]c(CO)n1	-8.5	.	98.7	97.5	2.0	-1.1	-6.5	-1.3	-15.9	3.0
O=C(Nc1cc2nn(-c3ccccc3)nc2cc1Cl)c1ccco1	-14.1	-1.6	3.4*	1.7*	5.4	-2.3	13.7	-1.6	-75.6	28.6
O=C(CCCN1C(=O)c2cccc3cccc(c23)C1=O)N1CCN(c2ccccc2O)CC1	2.9	17.9	77.8	78.2	2.8	3.2	-3.6	-4.1	-8.7	3.7
COC(=O)Nc1nnc(Cc2ccc(OC)cc2)s1	-12.3	5.1	94.5	89.5	9.0	0.8	-8.2	-0.5	-26.9	3.3
Cc1cccc(N(CC(=O)NC2CCCC2)C(=O)c2cc3cc4cccc(C)c4nc3s2)c1C	5.4	36.1	41.3	43.4	1.4	-2.7	-5.2	.	-13.7	24.9
O=c1ccc2ccc(Oc3ccc([N+](=O)[O-])cc3[N+](=O)[O-])cc2o1	8.9	.	10.9	10.8	-0.3	-4.9	14.7	.	-39.6	9.0
CC(=O)Nc1c(NC(C)C)c2ccccc2oc1=O	-6.1	-25.3	83.2	90.5	1.0	-3.0	2.4	0.1	-13.7	5.0
COc1ccc(C(=O)c2cnc(/N=C/N(C)C)s2)cc1	-23.3	.	94.9	87.2	1.3	-1.4	7.8	-1.4	-24.8	1.9

Following part
Structure	Yeast lifespan up	E-sel TNF inh	HCT116 PTEN-null	bCat KO growth	NPY-Y2 antag	MRP-1 activ	GALR2 antag	Phagocyt inh	BB579 growth dn	Measles CPE
CC(C(=O)OCc1nnc(-c2ccccc2)o1)N1C(=O)c2ccccc2C1=O (stereo not given)	3.5	.	101.5	100.0	2.6	-0.5	11.2	0.8	-57.9	20.4
CCCCNCc1cc(OCC)c(OCC(N)=O)cc1Br	-9.0	6.6	109.4	97.3	5.0	-1.0	8.8	0.4	-38.0	6.4
CCOc1ccccc1-n1c(COc2ccc(C)cc2)nnc1SCC(N)=O	-6.0	-1.5	93.2	92.0	3.4	1.8	1.3	-0.3	6.5	14.1
COc1ccc(NC2=NCCC2)cc1	-9.0	24.9	70.4	66.0	1.6	-3.0	-1.2	1.5	-6.3	3.4
Cn1nnnc1SCC(=O)c1c(N)n(C)c(=O)n(C)c1=O	-12.0	.	100.8	96.8	3.1	0.3	-15.1	-0.6	-11.5	24.2
CN1CCC(=NNC(=O)C(=O)NC2CCCC2)CC1	-4.5	2.2	95.6	95.4	1.7	-1.2	-4.6	0.5	-37.9	56.0*
Cn1ccnc1SCC(=O)Nc1ccc2nc(SCC(=O)NC3CC3)sc2c1	-5.3	12.6	102.9	86.0	2.1	0.3	-1.3	-1.3	-82.0	12.8
COc1ccc(N2CCN(C(=O)Cn3nnc(-c4cccs4)n3)CC2)cc1	-1.4	11.0	85.9	95.0	1.3	-1.4	1.0	-3.3	-20.2	9.6
O=C(NCc1ccc(N2CCCC2=O)cc1)c1cn(CCc2ccccc2)nn1	-3.9	-29.7	91.8	96.8	6.8	-2.2	20.8	-3.3	-26.2	10.7

Assay outcomes from PubChem.
